Assay outcomes deposited in PubChem by several laboratories.
Tb MetRS inh: T. brucei MetRS inhibitors, primary screen, biochemical, luminescence; methionyl-tRNA synthetase (Trypanosoma brucei brucei); purified T. brucei MetRS, ATP depletion, Kinase-Glo luminescence; inhibition, % at 11.9 µM; 0.4% of 360,000 active; AID 624268, 2012;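 active means inhibition above a per-plate cutoff of the control wells' mean inhibition plus 3 SD, cut at about 5.5% in these data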;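 further: 0% = DMSO wells median and 100% = median of wells with control inhibitor compound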
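Test system: purified T. brucei MetRS enzyme. Also added: ATP, methionine and E. coli bulk tRNA substrates. Compound: 11.9 µM single point. Schedule: 15 min enzyme-compound preincubation, 2 h reaction, 10 min detection, 25 °C. Signal: luciferase luminescence of residual ATP, Kinase-Glo. Evaluation: percent inhibition versus plate control medians. Controls: DMSO wells, low control.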
Scp-1 inhibitor: Scp-1 phosphatase inhibitors, primary screen, biochemical, colorimetric, uHTS. Carboxy-terminal domain RNA polymerase II polypeptide A small phosphatase 1 (Homo …. Recombinant Scp1, phosphopeptide, malachite green phosphate absorbance. inhibition, % at 20 µM. 0.88% of 340,000 active. AID 493091, 2011;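 active means inhibition above about 50% at 20 µM, limit read from the data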;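 further: plate controls were DMSO wells with enzyme for no effect and wells lacking enzyme for full effect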
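System: SCP-1 catalytic domain; Reagent: Phospho 17-mer peptide substrate; Doses: one concentration, 20 µM, with 1.0% DMSO; Incubation: 45 min room-temperature reaction, 5 min colour, 30 min stabiliser; Signal: Phosphate-binding colour reagent, absorbance read at 630 nm.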
E coli Lon inh: inhibitors of E. coli Lon protease, primary screen, biochemical, fluorescence polarization. purified E. coli Lon protease. inhibition, % at 7.94 µM. 0.42% of 360,000 active. AID 602123, 2011; in the data active means inhibition above about 13%, passing the limit was not always enough;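 further: 0% = enzyme with probe and DMSO and 100% = no enzyme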
LMPTP inh: LMPTP phosphatase inhibitors, primary screen, biochemical, fluorescence intensity, uHTS; Low molecular weight phosphotyrosine protein phosphatase (Homo sapiens), P24666; recombinant LMPTP-A, OMFP fluorogenic substrate; inhibition, % at 20 µM; 0.22% of 360,000 active;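 active means compounds that cut the enzyme signal by at least half of the control window in the single-dose screen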;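 further: plate controls were DMSO wells with enzyme plus substrate for no effect and substrate without enzyme for full effect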
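Assay system: LMPTP-A enzyme. Input: 0.625 nM LMPTP-A final. Probe or stimulus: 400 µM OMFP. Compound dosing: single 20 µM dose. Schedule: 50 min dark incubation at room temperature. Detection: fluorescence intensity of OMFP turnover product. Read-out: percent inhibition versus substrate-only and uninhibited controls. Benchmarks: no-enzyme low control, uninhibited high control.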
bovine MsrA act: bovine MsrA enzyme activators, primary screen, biochemical, absorbance, HTS; Methionine sulfoxide reductase A (Bos taurus); purified bovine MsrA, absorbance read-out; activation, % at 10.6 µM; 0.3% of 360,000 active; in the data active means activation above about 7.5%;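 further: 0% = vehicle and 100% = reference activator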
SUMO1 PPI mod: modulators of SUMO1 protein-protein interactions, primary screen, biochemical, uHTS. 0.33% of 360,000 active. inhibition, % at 20 µM. SUMO1 binding to a labelled peptide, TR-FRET, 1 h. Small ubiquitin-related modifier 1 (Homo sapiens), P63165; in the data active means inhibition above about 37%
NRP1-CendR mod: modulators of CendR peptide binding to NRP-1, primary screen, biochemical, fluorescence polarization, uHTS. Neuropilin-1 (Homo sapiens), O14786. FAM-RPARPAR peptide binding to NRP-1. inhibition, % at 25 µM. 0.85% of 360,000 active;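 active means inhibition or corrected inhibition above about 18%, plus a signal ratio from 0.5 to 1.5, limit read from the data, passing the limit was not always enough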; further: strong numbers were not always called active
Target sequence (O14786 whole entry, looked up): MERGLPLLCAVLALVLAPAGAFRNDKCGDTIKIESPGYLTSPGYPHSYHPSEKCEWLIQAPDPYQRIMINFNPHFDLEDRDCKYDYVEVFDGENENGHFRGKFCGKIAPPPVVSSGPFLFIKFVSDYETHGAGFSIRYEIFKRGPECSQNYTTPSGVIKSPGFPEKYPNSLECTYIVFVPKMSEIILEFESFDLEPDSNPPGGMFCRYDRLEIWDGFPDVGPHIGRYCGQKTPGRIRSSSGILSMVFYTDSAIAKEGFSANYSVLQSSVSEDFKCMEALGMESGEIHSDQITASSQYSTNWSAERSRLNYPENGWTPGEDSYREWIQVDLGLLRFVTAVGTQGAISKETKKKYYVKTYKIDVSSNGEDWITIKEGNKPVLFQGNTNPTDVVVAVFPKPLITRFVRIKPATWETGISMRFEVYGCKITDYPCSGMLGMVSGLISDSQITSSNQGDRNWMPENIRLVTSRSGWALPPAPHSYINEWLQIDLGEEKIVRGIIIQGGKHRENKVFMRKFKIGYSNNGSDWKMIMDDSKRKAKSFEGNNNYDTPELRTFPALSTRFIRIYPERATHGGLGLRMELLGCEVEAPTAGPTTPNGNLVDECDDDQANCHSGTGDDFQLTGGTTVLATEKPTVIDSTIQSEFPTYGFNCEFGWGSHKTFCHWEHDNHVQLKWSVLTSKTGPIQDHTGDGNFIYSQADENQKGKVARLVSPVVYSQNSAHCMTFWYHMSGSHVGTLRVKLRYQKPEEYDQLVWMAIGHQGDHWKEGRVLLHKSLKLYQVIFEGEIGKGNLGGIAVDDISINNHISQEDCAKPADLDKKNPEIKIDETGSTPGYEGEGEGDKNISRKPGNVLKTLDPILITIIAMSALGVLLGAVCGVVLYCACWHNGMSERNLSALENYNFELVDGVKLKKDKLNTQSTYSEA
STEP inh: STEP phosphatase inhibitors, primary screen, biochemical, fluorescence intensity, uHTS. AID 588621, 2011. 0.25% of 360,000 active. Tyrosine-protein phosphatase non-receptor type 5 (Homo sapiens), P54829. recombinant STEP, OMFP fluorogenic substrate. inhibition, % at 20 µM;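 active means inhibition at 20 µM, scaled per plate between control wells, above about 37%, limit read from the data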;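 further: 0% = DMSO with enzyme and substrate and 100% = substrate only without enzyme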
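System: STEP phosphatase, cell-free reaction; Buffer or medium: Bis-Tris pH 6.0 buffer with DTT, detergent; Incubation: 20 min at room temperature, dark; Measured by: fluorescence, 480/540 nm.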
MsrA inh: bovine MsrA enzyme inhibitors, primary screen, biochemical, absorbance, HTS. Methionine sulfoxide reductase A (Bos taurus). purified bovine MsrA, absorbance read-out. inhibition, % at 15.5 µM. 0.75% of 360,000 active; in the data active means inhibition above about 4.5%;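 further: 0% = vehicle wells with enzyme and 100% = reference inhibitor wells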
DNMT1 block: human DNMT1 methyltransferase inhibitors, primary screen, biochemical, molecular beacon, fluorescence, HinP1I cleavage, uHTS; DNA (cytosine-5)-methyltransferase 1 (Homo sapiens), P26358; AID 588458, 2011; inhibition (reported as % activation of signal), % at 10 µM; 0.83% of 360,000 active; in the data active means inhibition above about 50%
An asterisk follows results filed as active; · = not tested or not shown.

LMPTP inh	MsrA inh	STEP inh	bovine MsrA act	E coli Lon inh	DNMT1 block	NRP1-CendR mod	Tb MetRS inh	Scp-1 inhibitor	SUMO1 PPI mod	SMILES
0.5	1.0	-2.4	-2.0	8.1	1.3	8.5	-0.3	-5.6	2.5	CC(Oc1ccc(Cl)cc1Cl)C(=O)NCCN1CCOCC1 (centres undefined)
1.2	1.0	0.5	-2.9	3.6	5.5	-21.8	-0.5	7.1	2.3	Cn1c(SCC(=O)Nc2sc3c(c2C#N)CCC3)nnc1C1COc2ccccc2O1 (centres undefined)
0.5	-0.4	-1.8	-9.8	4.0	3.3	-5.8	-0.5	3.5	-1.1	CC1CCN(C(=O)c2ccccc2NS(=O)(=O)c2ccccc2)CC1
-0.2	0.3	-1.0	-9.4	4.9	0.0	3.7	-1.3	-8.4	5.3	CC1=NN(C(=O)c2ccc(Cn3nc(C)c([N+](=O)[O-])c3C)cc2)C(O)(C(F)(F)F)C1 (centres undefined)
0.6	0.6	0.2	-1.1	2.5	-2.8	-0.7	-0.9	-5.1	3.3	COCc1cc(C)nc(SCc2ccccc2)c1C#N
-0.7	3.3	0.0	-1.7	-67.4	13.5	-82.5	0.1	-9.8	-8.9	COCCN(CCOC)Cc1c(O)ccc2c1O/C(=C\c1ccc(C)o1)C2=O
-2.4	0.3	-2.9	4.6	-3.0	-3.0	11.4	0.9	-1.1	-14.3	Cc1ccc2[nH]c(=O)c(CN(CCCO)S(=O)(=O)c3c(C)ccc4nsnc34)cc2c1
-0.2	0.2	-2.3	-6.7	-6.4	5.3	3.5	-0.5	-5.7	-12.5	Cc1ccc(C(=O)N2CCN(c3ccc(N4CCOCC4)nn3)CC2)cc1
0.3	0.4	1.4	-3.4	-4.5	-0.5	-2.1	0.3	-5.7	-1.1	Cc1cc(CNC(=O)COc2c(F)c(F)cc(F)c2F)c2ccccc2n1
2.4	·	0.8	-2.3	-5.9	34.9	-4.0	-0.7	-3.2	-4.9	CCOC(=O)c1cc(-c2ccccc2)sc1NC(=O)COC(=O)c1ccc(Cl)c(S(N)(=O)=O)c1
3.4	-1.5	2.6	-0.8	3.2	-1.9	-8.5	0.0	4.7	-3.2	CCCCCn1c(CN2CCN(c3cc(Cl)ccc3C)CC2)nc2c1c(=O)[nH]c(=O)n2C
-0.2	0.8	-0.3	-5.5	10.8	2.1	-6.5	-1.0	16.1	-1.4	CN1CCN(c2ccccc2NC(=O)c2cccc(OCc3ccccc3)c2)CC1
-1.8	-1.4	-1.1	-2.2	-3.4	7.4	-4.4	-0.1	-12.3	-6.2	CC(C)OCCCNC(=O)CN1C(=O)/C(=C/c2ccccc2F)Oc2ccccc21
3.2	-0.6	2.4	6.0	-6.1	0.2	29.4*	0.0	-2.4	1.6	C/C(=C\c1ccccc1)C(=O)N1CCN(c2cccc(C(F)(F)F)c2)CC1
-1.2	0.6	0.7	-1.1	-3.0	4.6	-0.7	0.1	·	1.9	CCOC(=O)[C@@H](NC(=O)/C=C/[C@H]1O[C@@H](n2cc(C)c(=O)[nH]c2=O)C[C@@H]1O)C(C)C
-0.4	·	-1.6	0.6	-3.0	2.7	-8.3	0.5	·	-5.4	CCCC(=O)N1CCC1(C)C(=O)Nc1ccc(-n2cccc2)cc1 (centres undefined)
-0.1	-0.7	-2.4	-12.8	2.4	-1.6	-5.0	-1.1	-3.4	15.4	Cc1cc(NS(=O)(=O)c2ccc(NC(=O)Nc3ccc4c(c3)OCO4)cc2)no1
3.0	-0.3	6.2	-2.8	0.1	-7.3	-12.7	0.0	-20.0	2.9	CCC(C)C(NS(=O)(=O)c1ccc(C)cc1)C(=O)Oc1ccc2c3c(c(=O)oc2c1)CCC3 (centres undefined)
0.0	-0.7	-2.4	-12.9	-18.2	-1.0	7.8	-0.7	-13.2	-8.3	CC(=O)c1ccc(C(C)(C)c2ccc(C(C)=O)s2)s1
0.1	1.3	-1.0	-12.8	5.4	3.6	6.8	-0.7	-0.3	5.5	NC(=O)CC1C(=O)N(c2ccccc2)C(=S)N1NC(=O)c1ccccc1 (centres undefined)
4.7	0.7	7.0	-1.9	-6.3	11.2	-4.6	0.8	-10.0	6.7	CCCCCCCCCCCCCCCC(=O)OC/C=C(C)/C=C/C=C(C)/C=C/C1=C(C)CCCC1(C)C
-4.4	0.9	·	·	·	·	-26.1	-0.9	·	3.8	CN(C)CC(=O)N[C@@H]1CC[C@@H](CCNS(=O)(=O)c2ccccc2)O[C@@H]1CO
-1.1	-0.2	0.7	1.8	-3.9	4.8	-3.3	-0.1	8.1	8.0	COc1ccc(S(=O)(=O)N(C)C[C@H]2Oc3ccc(NC(=O)Nc4c(C)noc4C)cc3C(=O)N([C@H](C)CO)C[C@@H]2C)cc1
-0.7	-0.1	-0.2	5.2	4.5	-1.8	1.3	0.0	-9.1	-36.2	O=C1c2ccc([N+](=O)[O-])cc2S(=O)(=O)N1Cc1ccccc1
-0.8	-0.8	-1.4	-2.1	-2.9	3.3	-5.8	0.1	-2.3	7.3	CCCc1cc2c(cc1NC(=O)c1ccco1)OCO2
-0.9	2.0	-0.1	-3.5	-1.7	3.0	6.6	-0.8	-14.9	-8.0	c1ccc(-c2ccc3nnnn3n2)cc1
-1.7	-0.9	0.3	0.8	-2.1	3.6	-2.2	-0.8	-5.0	0.4	CCCN=CC1=C(O)CC(c2ccccc2)CC1=O (centres undefined)
-1.4	0.7	-2.9	-1.8	-5.7	1.7	7.4	-0.2	-3.8	5.5	C[C@@]12CCC[C@H](O1)[C@@H]([C@H](O)c1ccccc1)O2
0.8	·	-3.6	-0.6	-9.4	1.6	-15.5	-0.2	-7.8	4.3	CN(Cc1nc(-c2ccc(Cl)cc2)no1)C(=O)c1ccc2c(c1)OCO2
-0.8	0.1	1.8	-3.3	-7.4	1.2	-1.5	0.1	-4.2	5.8	O=C(COc1ccc(Br)cc1)NCCNC(=O)c1ccccn1
-0.9	-0.5	-1.9	-2.3	7.4	15.9	5.4	0.2	-5.8	47.7*	CCCN1CCN(C(=O)Cn2cnc3sc(C)c(S(=O)(=O)N4CCC(C)CC4)c3c2=O)CC1
-0.3	1.2	4.6	-5.4	5.3	-9.9	-2.7	-0.3	-1.5	10.8	CC(C)C(=O)N(c1cc2sc(=O)oc2c2ccccc12)S(=O)(=O)c1cccs1
-0.2	0.2	0.7	-3.2	5.0	-1.5	6.2	-1.9	6.7	-5.4	CCN(CC(N)=O)S(=O)(=O)c1ccc(Br)cc1
0.5	2.9	-1.7	-1.4	2.3	1.1	-2.4	-0.2	-7.7	-1.8	COc1ccc(OC)c2sc(NNC(=O)C3COc4ccccc4O3)nc12 (centres undefined)
0.7	-0.3	0.0	-1.3	-0.9	-5.1	-4.6	-0.2	·	-2.8	CCCOc1ccc(F)cc1-c1cc(C(=O)Nc2cc(OC)ccc2OC)[nH]n1
0.8	0.6	-4.0	0.5	2.1	10.6	-33.4	1.1	2.0	-0.7	CN(C)c1ccc(C(CN)c2c[nH]c3ccccc23)cc1 (centres undefined)
-0.9	-2.4	0.0	-1.8	-2.2	-0.2	15.9	-0.5	-7.0	-0.3	Cc1cc(C)n(-c2cccc(F)n2)n1
-0.3	-1.2	2.2	-2.6	1.6	-2.4	-0.5	-0.1	-11.5	0.5	Cn1c(CCN2CCN(c3ccccc3)CC2)nc2cc(NC(=O)c3ccco3)ccc21
-0.4	0.9	0.8	1.2	-5.7	0.9	-7.0	-0.1	-1.7	7.3	COc1ccc(OC)c(CNC(=O)C(C)n2nc(C)c3c(C)n(-c4ccccc4)nc3c2=O)c1 (centres undefined)
-1.5	0.7	-1.8	-2.3	0.3	1.3	3.0	0.2	0.3	1.4	CCN(CC)S(=O)(=O)c1cc(Br)ccc1OC
0.1	-0.5	-1.7	0.2	-19.7	0.7	-51.3	-1.2	-5.9	2.0	CCOc1ccc(C(=O)CCC(=O)N2CCN(c3ncccn3)CC2)cc1
-0.9	0.1	-1.3	-1.2	5.0	6.0	2.6	-0.3	-4.3	5.2	CC(=O)c1c(C)[nH]c(C(=O)N2CCN(S(=O)(=O)c3ccc(C)cc3C)CC2)c1C
-1.2	0.7	1.0	0.8	-8.4	-2.3	13.3	0.1	-11.1	0.7	O=C(c1ccccc1F)N1CCCC(c2ccccc2)C1 (centres undefined)
-0.7	-0.4	-3.4	-1.3	6.7	0.2	-13.1	-0.4	-8.0	-12.8	COc1ccc(-c2cc(C)no2)cc1S(=O)(=O)NCCCN(C)Cc1ccccc1
-1.4	2.0	-3.8	-3.8	7.2	11.5	-2.4	0.7	-10.1	-3.9	O=C(N/N=C/c1ccccn1)c1cc(-c2ccncc2)nc2ccccc12
